# Screens: PubChem, National Center for Advancing Translational Sciences (NCATS)
# IMPase cell inh = qHTS Assay for Identifying the Cell-Membrane Permeable IMPase Inhibitors; inhibition (IP1 accumulation), % at 46.1 µM; 120,000 tested, under 10 active; CHO-M1 cells, IP1 accumulation, HTRF TR-FRET ratio; AID 901, 2007; Inositol monophosphatase 1 (Rattus norvegicus), P97697; active = well fitted curve in the direction sought with a large enough effect in the signal ratio, not every such curve was filed as active; inconclusive = small, poorly fitted or top-dose-only effect, or a change in a side signal; inactive = no such curve, though single readings can be large or run the other way; the % refers to the signal ratio;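 also: cells stimulated with carbachol in lithium chloride buffer; plate controls were DMSO basal wells for no effect and reference inhibitor wells for full effect; higher means more IMPase inhibition seen as more IP1 and lower FRET ratio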
# Target sequence (P97697 whole entry, looked up): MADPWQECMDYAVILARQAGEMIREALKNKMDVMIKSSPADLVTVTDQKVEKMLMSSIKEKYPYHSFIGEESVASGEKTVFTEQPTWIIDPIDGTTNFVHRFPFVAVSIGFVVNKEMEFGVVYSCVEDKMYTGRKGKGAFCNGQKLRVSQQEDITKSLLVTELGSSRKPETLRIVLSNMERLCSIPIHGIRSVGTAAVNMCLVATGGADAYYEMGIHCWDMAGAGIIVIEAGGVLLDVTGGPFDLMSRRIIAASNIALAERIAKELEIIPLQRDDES
#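 Seeded CHO-M1 cells were dosed with compound at up to 46 uM, stimulated with carbachol for 30 min, then lysed in IP-One detection reagents. Higher IP1 lowers the TR-FRET signal.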
# PNC inhibitor = High Content Assay for Compounds that inhibit the Assembly of the Perinucleolar Compartment. PC3M PTB-GFP, PNC prevalence imaging, 16 h; hits give low values. activity change (PNC), negative = inhibition, % at 10 µM. 140,000 tested, 3.1% active. AID 2417, 2010;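 active = readout at or below -70, meaning at least 70% loss of cells showing the perinucleolar compartment, a nuclear body marking cancer cells; inconclusive = readout between -30 and a set limit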;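 also: plate controls were DMSO wells for no effect and camptothecin positive control wells for full effect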
#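 Compounds are pinned in duplicate onto adhered PC3M cells stably expressing GFP-tagged PTB and incubated 16 h at 37 C. Cells are then fixed, nuclei stained with Hoechst, and PNC-positive cells counted.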
# 15-hLO-2 inh = qHTS Assay for Inhibitors of 15-hLO-2 (15-human lipoxygenase 2) | Potency, µM (top dose mostly 57.1 µM), for the others: at the highest dose activity change, negative = inhibition, most hits filed as inhibitors | purified 15hLO-2, xylenol orange hydroperoxide absorbance | 110,000 tested, 0.56% active | Polyunsaturated fatty acid lipoxygenase ALOX15B (Homo sapiens), O15296 | AID 881, 2007; also: potency is read from the fitted curve at half-maximal effect; nearly all actives have a fitted effect of over 60% in size; many of its hits are not listed in these tables
#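 Purified human 15hLO-2 (50 nM final) preincubated with compounds 15 min at room temperature in 25 mM Hepes pH 7.5, 0.01% Triton X-100, then 45 uM arachidonic acid added for 90 min; hydroperoxide detected via ferrous/xylenol orange, 573/405 nm absorbance ratio.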
# ALOX12 inhib = qHTS Assay for Inhibitors of 12-hLO (12-human lipoxygenase); AID 1452, 2008; 150,000 tested, 0.12% active; Potency, µM (doses to about 57.1 µM), for inactives: top-dose activity change, negative = inhibition, most hits filed as inhibitors; Polyunsaturated fatty acid lipoxygenase ALOX12 (Homo sapiens), P18054; purified 12-hLO, xylenol orange hydroperoxide absorbance; also: potency is read from the fitted curve at half-maximal effect; nearly all actives have a fitted effect of over 55% in size; many of its hits are not listed in these tables
# Target sequence (P18054 whole entry, looked up): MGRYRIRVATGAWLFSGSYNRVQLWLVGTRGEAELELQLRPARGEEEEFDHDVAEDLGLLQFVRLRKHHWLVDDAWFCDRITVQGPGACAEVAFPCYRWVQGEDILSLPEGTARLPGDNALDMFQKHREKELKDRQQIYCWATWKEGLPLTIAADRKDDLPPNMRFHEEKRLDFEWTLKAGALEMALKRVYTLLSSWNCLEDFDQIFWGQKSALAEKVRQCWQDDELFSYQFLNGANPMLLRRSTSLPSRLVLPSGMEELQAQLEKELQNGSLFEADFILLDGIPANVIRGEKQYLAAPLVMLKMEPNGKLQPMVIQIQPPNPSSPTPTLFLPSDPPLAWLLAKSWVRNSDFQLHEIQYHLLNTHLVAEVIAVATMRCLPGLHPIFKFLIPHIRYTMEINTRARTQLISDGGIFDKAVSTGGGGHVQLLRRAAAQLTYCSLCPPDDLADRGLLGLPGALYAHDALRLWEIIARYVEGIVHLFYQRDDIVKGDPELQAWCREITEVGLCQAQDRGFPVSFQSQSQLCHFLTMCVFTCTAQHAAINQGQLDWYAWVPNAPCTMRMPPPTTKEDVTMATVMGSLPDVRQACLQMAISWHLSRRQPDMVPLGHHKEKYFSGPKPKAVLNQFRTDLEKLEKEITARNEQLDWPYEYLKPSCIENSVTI
#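 Hydroperoxide output read as Fe(III)-xylenol orange absorbance, 573-to-405 nm ratio, after 30 min reaction with 40 uM arachidonic acid. Enzyme: 150 nM purified human 12hLO, 15 min compound preincubation; 25 mM Hepes pH 7.0, room temperature.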
# * hit, by the source's call; ? = inconclusive; / = not tested or not shown; [ ] = another dose, or the depositor's remark. Unless noted, calls follow the shape of the dose curve; as a rule, active = well fitted curve in the direction sought with a large enough effect; inconclusive = small, poorly fitted or top-dose-only effect, or another doubt; inactive = no such curve, though single readings can be large; an effect the other way counts as inactive or inconclusive. Unless noted, % is scaled to controls: 0 for no effect and ±100 for the full control effect.
SMILES,IMPase cell inh,PNC inhibitor,15-hLO-2 inh,ALOX12 inhib
O=C(Nc1cccc(Cl)c1)N1CCN2C(=O)c3ccccc3C12c1ccccc1 (stereo not drawn),13,17,-1%,-5%
CC1CCC(C(C)C)C(OC(=O)C[n+]2cccc(C(N)=O)c2)C1 (stereo not drawn),10,34,39%[activator],3%
CCOc1ccc(CN2CCC(C(=O)N3CCN(c4ccccc4F)CC3)CC2)cc1OC,5,-18,8%,-6%
CNc1ccc(/C=C2\COc3ccccc3C2=O)cc1[N+](=O)[O-],-3,11,1%,-2%
CCOc1cccc(C(=O)NC(=S)Nc2ccc(N3CCCC3)cc2)c1,3,?,?,-7%
Cc1ccc(NC(=O)CCSc2nc(C)cc(C)n2)cc1,1,0,-2%,-4%
CC(C)(C)C1CCC(OCC(O)CN2CCN(c3ccccc3)CC2)CC1 (stereo not drawn),-2,-22,7%,-6%
O=C(COC(=O)/C=C/C(=O)OCC(=O)NC12CC3CC(CC(C3)C1)C2)NC12CC3CC(CC(C3)C1)C2,9,7,/,2%
CC(NC(=O)COC(=O)CCNC(=O)c1ccco1)C12CC3CC(CC(C3)C1)C2 (stereo not drawn),-3,-1,3%,-5%
O=C(O)CCn1ccnc1-c1ccccc1,1,6,4%,-2%
COCCNC(=O)CSc1nc(N)c(NC(=O)c2ccccc2F)c(=O)[nH]1,/,16,/,-2%
O=C(O)/C=C/C(=O)NCc1ccccc1,/,8,/,2%
O=C1N(S(=O)(=O)c2ccccc2F)C(=O)C2(CCCC2)N1S(=O)(=O)c1ccccc1F,3,22,-1%,-4%
COc1cccc(/C=N/n2c(=S)n(C)c3ccccc32)c1OC,7,33,-4%,1%
O=C(Oc1cccnc1)c1ccccc1[N+](=O)[O-],/,-1,/,-2%
COC(=O)c1c(C(=O)OC)c2ccncn2c1Cl,-1,-13,1%,1%
Cc1cccc(NC(=O)COc2cccc3c2CCN(Cc2ccccc2)C3=O)c1C,-1,-21,/,-3%
Cn1c(NC(=O)c2ccc(C(C)(C)C)cc2)cc(=O)n(C)c1=O,4,1,-4%,-1%
Cc1cccc(NC(=O)C2CCCN2S(=O)(=O)c2cccc3cccnc23)c1 (stereo not drawn),12,?,8%,-1%
CCOc1ccc(NC(=O)c2cn(CC(C)C)c(=O)c3c2c2ccccc2n3C)cc1,7,6,/,-8%
C=CCn1c(COc2ccccc2F)nnc1SCC(=O)c1c[nH]c2ccccc12,0,-30,/,3%
Cn1c(Cn2nnc3ccccc32)nnc1SCC(=O)N1c2ccccc2CCc2ccccc21,9,3,3%,-4%
COc1ccc(C2C=C(c3ccccc3)Nc3nc(NC(C)=O)nn32)cc1 (stereo not drawn),9,?,2%,0%
COC(=O)c1[nH]c2ccc(C)cc2c1NC(=O)Nc1ccccc1OC,5,-2,-17%,-7%
CCOC(=O)c1c(NC(=O)OC)sc(C(=O)N(C)C)c1C,0,31,0%,-3%
Cc1ccc(-n2cc(C(=O)c3cc(Cl)ccc3O)cc(C#N)c2=O)cc1,/,-17,/,-4%
O=S(=O)(/N=C(/Nc1ccccn1)c1ccccc1)c1ccccc1,1,?,/,5%
Cn1c(N2CCN(C(=O)Nc3ccc(C(F)(F)F)cc3)CC2)nc2ccccc21,7,-14,3%,-3%
CC(=O)N1CCN(S(=O)(=O)c2ccc(C)cc2)C1c1ccc(N(C)C)cc1 (stereo not drawn),6,14,2%,1%
Oc1c(C(c2cccs2)N2CCN(c3ccccc3)CC2)ccc2cccnc12 (stereo not drawn),11,?,-11%,?
O=C(CCCn1c(=O)c2ccccc2n(CC(=O)NCc2ccco2)c1=O)NCc1ccco1,2,12,0%,1%
O=C(O)C1CC(=O)n2c(nc3ccccc32)S1 (stereo not drawn),-7,15,-4%,8%
Cc1ccccc1CS(=O)(=O)CCC(=O)NCCCN1CCN(c2ccccc2F)CC1,-1,114,32%[activator],2%
Cc1ccccc1-n1c(SCC(=O)NCc2cccs2)nc2ccccc2c1=O,9,12,/,-1%
O=C(NCC1CCCO1)C(C(=O)c1ccccc1)n1cc(Cl)ccc1=O (stereo not drawn),-5,43,-7%,-1%
Fc1ccc(NC(=S)N2CCN(c3cccc(C(F)(F)F)c3)CC2)cc1,/,-18,/,-6%
CC(C)c1ccc(N2CC(C(=O)Nc3nccs3)CC2=O)cc1 (stereo not drawn),5,22,7%,-4%
COc1ccccc1NC(=O)N(Cc1ccc2c(c1)OCO2)Cc1nc2ccccc2c(=O)[nH]1,2,?,-5%,0%
CCOC(=O)Nc1ccc(OC)cc1S(=O)(=O)N1CCCCC1,0,-3,0%,-3%
CCOc1cc(C)c(C(C)C)cc1S(=O)(=O)NCc1ccccn1,-6,-82*,0%,-1%
CCn1c(SCC(=O)Nc2ccc(C(=O)OC)cc2)nnc1-c1cccs1,2,?,0%[2.29 µM],-4%
CCC(C)NC(=O)/C=C1\Sc2ccccc2NC1=O (stereo not drawn),6,28,/,3%
Cc1[nH]c2ccccc2c1C(c1ccncc1)N1CCN(c2ccc(F)cc2)CC1 (stereo not drawn),/,-2,/,-5%
CN(c1ccccc1)c1nc(N)c([N+](=O)[O-])c(NCc2ccco2)n1,/,22,/,-7%
O=C(CSc1nc2ccccc2[nH]1)c1cccs1,-17,-23,11%,-2%
Cc1ccccc1NC1(C#N)C(=O)Nc2ccccc21 (stereo not drawn),10,-8,0%,1%
CC(C)C(=O)Nc1ccc(C(=O)NNC(=O)NC2CCCCC2)cc1,2,-4,-3%,-2%
CC(=O)CCS(=O)(=O)c1ccc(Oc2ccc(S(=O)(=O)CCC(C)=O)cc2)cc1,3,-26,/,-2%
Cc1nc(SCC(=O)NC(C)(C)C)c2c(-c3cccs3)csc2n1,/,84,/,-1%
O=C(CN1CCCCCC1)Nc1ccc(F)c(F)c1F,-2,?,0%,1%
Cc1ccc(S(=O)(=O)N2CCN(Cc3cc(C(C)C)ccc3O)CC2)cc1,6,?,22%,-28%
Fc1ccccc1N1CCN(C(c2ccncc2)c2nnnn2C2CCCC2)CC1 (stereo not drawn),9,-5,-13%,-11%
Cc1ccnc(SCC(=O)N2CCC(C(N)=O)CC2)n1,4,-23,0%,1%
COc1ccc(C(=O)Nc2sc3c(c2C(=O)NCc2ccco2)CCCC3)cc1OC,-14,19,?,4%
O=C(COc1ccc(S(=O)(=O)NC2CCCCC2)cc1Cl)NCc1cccnc1,6,15,-1%,4%
FC(F)(F)c1ccc(/C=N/N2CCN(Cc3cccc4ccccc34)CC2)cc1,-5,79,31%[activator],2%
CCCCn1c(SC(C)C(=O)c2ccc(OC)cc2)nc2cc(S(N)(=O)=O)ccc21 (stereo not drawn),-14,12,9%,-5%
N#Cc1c(OCC(=O)c2ccccc2)nc2c(c1-c1ccco1)CCc1ccccc1-2,-5[0.369 µM],?,/,-1%
CCNc1ncc2nc(-c3cc(F)cc(F)c3)c(=O)n(-c3ccc(OC)cc3)c2n1,/,/,8%,-5%
C=C(C)CNC(=S)N/N=C(\C)c1ccc(OC)cc1,/,13,/,-27%

# Next section:
SMILES,IMPase cell inh,PNC inhibitor,15-hLO-2 inh,ALOX12 inhib
C=CCSc1nc2sc3c(c2c(=O)n1CC=C)CCc1ccccc1-3,/,-4,/,-4%
Cc1ccccc1-n1ncc2c(SCC(=O)NCc3cccs3)ncnc21,13,8,-2%,-2%
CN(C1CCCCC1)S(=O)(=O)c1ccc(C(=O)N2CCN(c3nc4ccccc4s3)CC2)cc1,4,?,/,0%
CCc1ccc(C(=O)CSc2nnc(C)c(=O)[nH]2)cc1,-1,4,3%,-5%
Cc1cc2oc(C(=O)N(Cc3ccccc3)C3CCS(=O)(=O)C3)cc(=O)c2cc1Cl (stereo not drawn),3,?,4%,4%
O=C(NC1CC2CCCC(C1)N2S(=O)(=O)c1ccccc1)C1CCCCC1 (stereo not drawn),8,84,/,-2%
O=C(c1ccco1)c1cn(CC(=O)N2CCCc3ccccc32)c2ccccc12,6,5,-2%[2.29 µM],-3%
Cc1ccc(C(=O)Nc2nnc(-c3cccs3)s2)cc1C,4,42,-3%,7%
COc1ccc(C(=O)N/C(=C\c2cccc3ccccc23)C(=O)NCCc2c[nH]c3ccccc23)cc1OC,8,-3,-18%,-10%
CCOCCCn1c(SCc2nc3ccccc3s2)nc2ccccc2c1=O,/,-6,/,1%
Cc1ccc(Nc2nnc(SCC(=O)Nc3cccc(S(=O)(=O)NC4=NCCCCC4)c3)s2)cc1,/,-14,/,-3%
CC(=N\Nc1ccc(Cl)cc1)/C(=N/O)C(=O)Nc1ccccc1,-3,-20,-24%,-20%
CC(C)(C)c1cc(/C=C(\C#N)C(N)=S)cc(C(C)(C)C)c1O,11,/,13µM*,-24%
C1=C(C(c2nnnn2C2CCCCC2)N2CCCCC2)COc2ccccc21 (stereo not drawn),3,-8,3%,-6%
Cn1cc(C(=O)NCc2ccc(F)cc2)c(=O)c2cc(S(=O)(=O)N3CCCCC3)ccc21,/,2,/,1%
COc1ccc(/C(C)=N/NC(=O)Cc2c(C)nc(C)[nH]c2=O)cc1,/,?,/,-3%
CCN(CC)C(=O)CSc1nnc(-c2cccs2)n1Cc1ccco1,12,11,8%,0%
Cn1cccc1C(=O)N1CCC2(CCCN(c3ccncc3)C2)CC1,/,/,2%,7%
C=CC(C)(C)c1cc2cc3ccoc3cc2oc1=O,/,46,/,3%
Cc1nc(N2CCN(c3ccccc3)CC2)[nH]c(=O)c1Cc1cccc2ccccc12,0,-2,-1%,-1%
CCCOC(=O)Nc1nnc(CCC)s1,-4,30,-1%,-3%
Cc1ccc(-c2nc3ccccc3o2)cc1NC(=S)NC(=O)c1cc2ccccc2o1,?,-12,/,2%
COC(CNC(=O)c1c[nH]c2ccc(S(=O)(=O)N3CCC4(CC3)OCCO4)cc2c1=O)OC,/,40,/,4%
O=S(=O)(Cc1ccccc1)N1CCc2ccccc2C1,4,19,-3%,-4%
Cc1ccc2[nH]c(=O)c(C(c3nnnn3CCc3ccccc3)N3CCOCC3)cc2c1 (stereo not drawn),-3,-2,-1%,0%
Cc1ccc(NC(=O)Cc2ccccc2Cl)cc1S(=O)(=O)N(C)C,-1,-25,/,-6%
CC(=O)OCCCN1c2ccccc2Nc2nnc(-c3ccccc3)cc21,8,14,19%,4%
COC(=O)CC(=O)CSc1nc2c(cc1C#N)CCCCC2,-6,13,-7%,-10%
O=C(CSc1nnc(CNC(=O)c2ccco2)o1)NC1CCCC1,?,-19,3%,2%
O=C(CC1SC(=Nc2ccccc2)N(CCCCO)C1=O)NCc1ccccc1 (stereo not drawn),4,-20,1%,-4%
Cc1nnc2n1N=CC=C(c1ccccc1)S2,7,-8,-1%,-2%

# Profiles from above. Order of screens: IMPase cell inh	PNC inhibitor	15-hLO-2 inh	ALOX12 inhib
# `Cc1ccc(NC(=O)Cc2ccccc2Cl)cc1S(=O)(=O)N(C)C` across the screens: -1	-25	/	-6%
# `O=C(CC1SC(=Nc2ccccc2)N(CCCCO)C1=O)NCc1ccccc1` (stereo not drawn) across the screens: 4	-20	1%	-4%
# `COC(CNC(=O)c1c[nH]c2ccc(S(=O)(=O)N3CCC4(CC3)OCCO4)cc2c1=O)OC` across the screens: /	40	/	4%
# `Cc1ccc2[nH]c(=O)c(C(c3nnnn3CCc3ccccc3)N3CCOCC3)cc2c1` (stereo not drawn) across the screens: -3	-2	-1%	0%
# `Cc1ccc(-c2nc3ccccc3o2)cc1NC(=S)NC(=O)c1cc2ccccc2o1` across the screens: ?	-12	/	2%
